EPAC1 antag: EPAC1 (human) antagonism; 360,000 compounds, 0.14% hits; EPAC1 GEF assay, Rap1b-BODIPY-GDP exchange fluorescence; AID 720709; O95398; Potency, µM (series often up to 115 µM), for inactives: at the highest dose activity change, negative = inhibition, most hits filed as inhibitors;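 also: potency is read from the fitted curve at half-maximal effect; plate controls were vehicle for no effect and positive control for full effect; nearly all actives have a fitted effect of over 50% in size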
GLP1R inv ag: inverse agonists of human GLP-1 receptor; P43220; HEK293 GLP-1R CRE-luciferase, luminescence, 24 h; GLP-1R form is constitutively active; Potency, µM (series often up to 38.3 µM), without a hit: at the top dose activity change, negative = inhibition, actives largely listed as inhibitors; 410,000 compounds, 1.6% hits; AID 624417; also: potency is read from the fitted curve at half-maximal effect; % is scaled to controls: 0 for no effect and ±100 for the full control effect; nearly all actives have a fitted effect of over 55% in size
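Inverse agonism was detected as reduced cAMP-driven luciferase luminescence after 24 h compound treatment. The cells were HEK293 clones expressing constitutively active human GLP-1R with the reporter. Reporter-only and GPR119 cell lines served as counterscreen controls.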
PI5P4K alpha inh: PI5P4K alpha (human) kinase inhibition; P48426; 330,000 compounds, 1.2% hits; max response, %; PI5P4Kalpha enzyme, ADP-Glo luminescence, 60 min; active compounds read low; active = max response of -50% or lower; inconclusive = between -30% and -50%; inactive = -30% or higher; also: value at the top dose of about 77 µM; % is scaled to controls: 0 for no effect and ±100 for the full control effect
Target sequence (P48426 whole entry, looked up): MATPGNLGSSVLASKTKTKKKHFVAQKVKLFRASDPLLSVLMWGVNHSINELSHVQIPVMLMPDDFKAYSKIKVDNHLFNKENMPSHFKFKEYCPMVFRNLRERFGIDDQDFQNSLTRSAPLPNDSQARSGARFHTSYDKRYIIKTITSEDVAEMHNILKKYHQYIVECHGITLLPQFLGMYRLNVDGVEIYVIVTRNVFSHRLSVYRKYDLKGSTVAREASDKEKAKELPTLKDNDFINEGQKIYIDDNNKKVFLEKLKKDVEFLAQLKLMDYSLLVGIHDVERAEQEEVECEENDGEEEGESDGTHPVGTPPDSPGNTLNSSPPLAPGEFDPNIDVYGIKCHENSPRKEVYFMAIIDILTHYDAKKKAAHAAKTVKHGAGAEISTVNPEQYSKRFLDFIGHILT
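ADP-Glo luminescence end-point read after a 60 min room-temperature kinase reaction of PI5P4Kalpha plus substrate, initiated with ATP at 5 microM final. Buffer: 0.038 M HEPES pH 7.4, EGTA, 0.1% CHAPS, 5% DMSO.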
GLP1R cytotox: cytotoxic in the GLP-1 receptor inverse agonist counter-screen | HEK293 cAMP-luciferase reporter cells, luminescence, 24 h | Potency, µM (highest dose often 38.3 µM), without a hit: at the highest dose activity change, negative = inhibition, hits mostly inhibitors | 410,000 compounds, 0.13% hits;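 also: loss of luciferase light is scored as toxicity; potency is read from the fitted curve at half-maximal effect; % is scaled to controls: 0 for no effect and ±100 for the full control effect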
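To flag toxic compounds, the library was rerun on cells for 24 hr at 37 deg C and 5% CO2. Viability-linked luminescence was captured 12 min after adding luciferase detection reagent.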
IL2 activator: activates IL-2 in a cell-based reporter assay; 360,000 compounds, 0.065% hits; IL-2 activation reporter assay, cell-based qHTS; stimulated with anti-CD3/CD4/CD28 beads; in transgenic mouse T cells; activation, % (series mostly up to about 46 µM); in the data active = activation above about 50%; inconclusive = mostly about 30% to 49%; also: 0% is about no effect
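Using fluorescent plate cytometry, EGFP and DsRed are detected in transgenic mouse T cells stimulated 18 h at 37 degrees C with antibody-coated beads after 60 min compound pretreatment.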
EPAC1 agonist: agonists of human EPAC1; Potency, µM (top dose mostly 154 µM), for the others: top-dose activation, most hits filed as activators; O95398; 360,000 compounds, 0.073% hits; EPAC1 agonist qHTS, biochemical assay; response scale: 100% = response to 6.5 mM cAMP; AID 720707; also: potency is read from the fitted curve at half-maximal effect; nearly all actives have a fitted effect of over 60% in size
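Nucleotide exchange assay: 100 nM EPAC1 with 250 nM Rap1B loaded with BODIPY-GDP and 50 uM GDP, room temperature. Fluorescence (480/540 nm) read every 5 min for 30 min; signal change normalized to 6.5 mM cAMP as full agonist.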
GLP1R ag: GLP-1 receptor (human) agonism; P43220; HEK293 GLP-1R CRE-luciferase, luminescence, 4-6 h; cells express a hypersensitive GLP-1R form; Potency, µM (titrated, usually from 45.6 µM), for the others: at the top dose activation, hits mostly activators; 380,000 compounds, 0.007% hits; AID 624172; also: potency is read from the fitted curve at half-maximal effect; % of control where 0% means no effect
PTHR1 ag: activates the human parathyroid hormone receptor PTHR1; 410,000 compounds, 0.075% hits; Q03431; HEK293 GP2 PTHR1 cells, GloSensor cAMP luminescence, 1 h; Potency, µM (highest dose often 115 µM), for the others: top-dose activation, hits mostly activators; also: potency is read from the fitted curve at half-maximal effect; nearly all actives have a fitted effect of over 55% in size; some results filed as inactive show a strong effect at the top dose; inactives centre near -15; many of its hits are not listed in these tables
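HEK-293-derived GP2 cells expressing PTHR1 and a GloSensor cAMP reporter, 3,000/well, plated overnight, given luciferin plus IBMX (each 0.5 mM as added) for 1 h at 37 °C, then compound for 1 h at 37 °C. Luminescence was read after 15 min at room temperature.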
PLK1 PBD block: inhibitors of human PLK1 polo-box domain binding; P53350; Potency, µM, without a hit: max response, negative = inhibition, hits mostly inhibitors; 360,000 compounds, 2.8% hits; Plk1 PBD binding of FITC phosphopeptide, fluorescence polarization; also: potency is read from the fitted curve at half-maximal effect; series mostly up to about 57 µM; % is scaled to controls: 0 for no effect and ±100 for the full control effect; nearly all actives have a fitted effect of over 65% in size
Target sequence (P53350 whole entry, looked up, the tested form may be a part): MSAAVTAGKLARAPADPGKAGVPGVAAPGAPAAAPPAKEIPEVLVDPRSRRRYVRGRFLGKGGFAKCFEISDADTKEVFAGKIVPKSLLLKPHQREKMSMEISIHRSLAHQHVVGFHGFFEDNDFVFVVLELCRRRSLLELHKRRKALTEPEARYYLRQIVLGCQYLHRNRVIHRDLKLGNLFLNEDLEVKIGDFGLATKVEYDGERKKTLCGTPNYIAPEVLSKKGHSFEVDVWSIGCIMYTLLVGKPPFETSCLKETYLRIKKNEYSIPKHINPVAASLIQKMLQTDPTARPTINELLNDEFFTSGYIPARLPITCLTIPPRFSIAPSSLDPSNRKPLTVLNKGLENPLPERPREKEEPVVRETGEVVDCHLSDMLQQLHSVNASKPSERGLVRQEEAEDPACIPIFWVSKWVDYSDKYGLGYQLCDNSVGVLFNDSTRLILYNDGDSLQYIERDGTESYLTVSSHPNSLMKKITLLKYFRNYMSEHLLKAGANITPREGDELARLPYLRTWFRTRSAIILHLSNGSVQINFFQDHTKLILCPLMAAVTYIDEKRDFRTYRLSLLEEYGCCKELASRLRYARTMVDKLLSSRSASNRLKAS
* = called active by the depositor; i = inactive; ? = inconclusive; · = not tested or not shown; & = joins results of further samples; [ ] = remark or other dose. Unless noted, calls follow the shape of the dose curve; as a rule, active = well fitted curve in the direction sought with a large enough effect; inconclusive = small, poorly fitted or top-dose-only effect, or another doubt; inactive = no such curve, though single readings can be large; an effect the other way counts as inactive or inconclusive.

SMILES	EPAC1 antag	GLP1R inv ag	PI5P4K alpha inh	GLP1R cytotox	IL2 activator	EPAC1 agonist	GLP1R ag	PTHR1 ag	PLK1 PBD block
CCC(=O)Nc1ccc(C(=O)CSc2nnc(CNc3ccc(Cl)cc3)o2)cc1OC	12%	?	·	-4%	-2.4	2%	2%	-65%[inhibitor][57.5 µM]	-6%
C[N+](C)(C)CCOP(=O)(O)OP(=O)([O-])OC[C@H]1O[C@@H](n2ccc(N)nc2=O)[C@H](O)[C@@H]1O	4%	10%	0	5%	1.5	-12%	3%	-13%	4%
CC1CCc2c(sc3ncnc(SC(C)C(=O)NCC4CCCO4)c23)C1 (stereo not given)	-21%	?	-2	-16%	-2.1	1%	26%	-3%	-12%
NC(=O)CSc1nnc(-c2cccc(S(=O)(=O)N3CCCCC3)c2)o1	-18%	15%	-2	0%	-0.7	4%	-3%	i	-10%
Cc1ccc(CNC(=O)C2CCN(S(=O)(=O)c3cccc4nonc34)CC2)cc1	9%	0%&6%	1	0%&-5%	0.2	-3%	1%&0%	-16%	2%
N#Cc1ccsc1NC(=O)CN1CCN(S(=O)(=O)c2ccccc2C(F)(F)F)CC1	-12%	?	-28	-16%	1.4	-6%	4%	-3%	6%
COc1ccc(-c2cc(=O)oc3cc(OCC(=O)N(C)C)ccc23)cc1	13%	4%	0	1%	0.1	4%	1%	-14%	-2%
Cc1cccn2c(=O)nc(SCC(=O)c3ccc(Cl)cc3)nc12	3%	81%[activator]	-3	3%	-0.7	-4%	22%	-2%	-4%
CC(C)NC(=O)N(C)C[C@@H]1Oc2cc(C#Cc3ccccn3)ccc2S(=O)(=O)N([C@@H](C)CO)C[C@H]1C	-16%	22%	3	-38%	-2.0	-5%	8%	-16%	6%
O=C(/C=C/c1ccccc1)n1cnnc1SC/C=C/c1ccccc1	-9%	44%[activator]	1	-6%	-2.6	-8%	2%	-17%	?
CC(C)NC(=O)Cc1ccc(Br)cc1	-1%	0%	0	8%	-1.5	-2%	-6%	i	-2%
COC(=O)[C@]1(Cc2ccccc2)N[C@H](CN(C)S(=O)(=O)c2ccc(F)cc2)[C@@H]2C(=O)N(Cc3ccccc3)C(=O)[C@@H]21	-5%	-5%	-1	-9%	-0.8	3%	6%	-24%	-12%
Cc1nc(C)c(C(=O)NNC(=O)Nc2ccc(Cl)cc2)s1	5%	10%	0	9%	0.7	-6%	-3%	-4%	-3%
Cc1nnc(SCC(=O)Nc2ccc(Oc3ccccc3)cc2)n1N	-2%	-28%	-23	10%	-1.9	10%	0%	-6%	-9%
COc1cc(C(=O)OCC(=O)N2CC(C)OC(C)C2)cc(OC)c1OC (stereo not given)	1%	34%[activator]	3	3%	-1.8	10%	10%	-4%	-7%
OCCOC1CCCc2oc(-c3ccccc3)c(C#CC3(O)CCCCC3)c21 (stereo not given)	-4%	?	5	-2%	-0.5	1%	5%	-9%	-19%
O=C(Nc1nnc(Cc2ccccc2)s1)c1cccnc1	11%	-4%	3	-1%	0.7	-5%	0%	-36%[inhibitor]	-6%
COC(=O)c1ccc(SCC(=O)NCc2ccccc2)c([N+](=O)[O-])c1	-13%	-10%	3	-9%	-0.8	-4%	9%	-11%	-8%
CC(=O)OC(C)C(=O)NS(=O)(=O)c1ccc(C)cc1 (stereo not given)	-16%	6%	2	2%	-2.4	-7%	9%	-19%	-20%
CCc1nonc1NC(=O)c1oc2ccccc2c1C	1%	10%&-1%	5	-32%&-1%	-0.7	14%	12%	-19%&-30%	-6%
Cc1nc2ccc(NC(=O)c3ccco3)cc2s1	-2%	-14%	-6	3%	-3.3	-3%	18%	i	-1%
O=C(NC1CCCCC1)C(c1ccccn1)N(C(=O)c1csnn1)C1CC1 (stereo not given)	0%	9%	-9	-8%	0.8	12%	5%	-12%	?
COc1ccc(Cc2nnc(NCCO)[nH]c2=O)cc1	12%	1%	-4	3%	-1.4	5%	3%	-23%	4%
CC(C)(C)N=C1NN=C(c2ccc(Cl)cc2)CS1	6%	?	-4	3%	0.0	-9%	-5%	i	-12%
CN(C)c1ccc(C=NC(CO)C(O)c2ccc([N+](=O)[O-])cc2)cc1 (stereo not given)	11%	3%	4	5%	-2.9	6%	8%	i	-18%
N#Cc1ccc(OCC(=O)Nc2ccc(N3CCCC3)cc2)cc1	-4%	0%	?	-8%	1.3	-2%	5%	-10%	-7%
Cc1c(NS(=O)(=O)c2cccc(C(=O)N3CCC(C(N)=O)CC3)c2)c(=O)n(-c2ccccc2)n1C	-22%	0%	0	-4%	-0.8	9%	9%	-20%	-3%
CCC(C)NC(=O)CSc1n[nH]c(=O)n1CCc1ccccc1 (stereo not given)	-13%	2%	4	13%	2.0	0%	9%	i	-7%
COc1ccccc1C(=O)N/C(=C\c1ccc2c(c1)OCO2)C(=O)NCCc1nc2ccccc2[nH]1	-8%	-6%	12	-16%	0.1	-2%	4%	i	4%
Cc1ccc(CNC(=O)CN2CCN(c3ccc(F)cc3)CC2)cc1	23%	?	1	-1%	6.3	-3%	20%	-22%	3%
COc1ccc(C(=O)Nc2cccnc2)cc1OC	0%	47%[activator]	8	-1%	-0.6	-13%	21%	-15%[57.5 µM]	-2%
Cc1ccc(NC(=O)CCc2c(C)nn(-c3ccc(N4CCCCC4)nn3)c2C)cc1	-17%	?	1	-17%	0.3	-18%	4%	-37%[inhibitor]	-17%
Cc1onc(-c2ccccc2Cl)c1C(=O)N1CCc2ccccc2C1	-3%	0%	·	-16%	-2.8	3%	0%	-20%[57.5 µM]	-4%
CCOC(=O)N1CCN(S(=O)(=O)c2ccc(C(=O)N(CCCN(C)C)c3nc4c(F)cc(F)cc4s3)cc2)CC1	10%	-28%	16	-3%	-0.4	13%	-1%	i	-5%
[O-]C1=N/[N+](=C/c2ccc(Cl)cc2)CC1	22%	-1%	1	-8%	-0.9	1%	-5%	i	-8%
Cc1cc(CSc2ccccc2)ccc1NC(=O)c1ccc(C)c([N+](=O)[O-])c1	-4%	-3%	0	-10%	-2.7	8%	9%	i	-1%
CC(=O)Nc1ccc(S(=O)(=O)N2CCN(c3cc(C)ccc3C)CC2)cc1	-19%	?	2	-24%	-3.4	-6%	-3%	-22%	6%
Cc1ccc(N2C(=O)C(CN(C)C)C2c2ccccc2)cc1 (stereo not given)	-2%	11µM*	13	-6%	0.7	-3%	16%	-4%[57.5 µM]	-7%
Cc1ccc(S(=O)(=O)N2CCC(=O)N(CCOCc3ccccc3C)CC2)cc1	3%	17%	-6	-9%	0.1	-3%	0%	-3%	5%
COc1ccc2c(c1)CCC1C2=NN(/C(C)=C/C(C)=O)C1c1cccc(F)c1 (stereo not given)	?	?	3	-1%	-1.3	0%	11%	-34%[inhibitor]	-2%
Cc1c(C(=O)NCc2nnc(-c3ccccc3)o2)oc2c(F)cccc12	-30%	30%	1	143%[activator]	0.4	-11%	13%	i	-6%
CN(C)/N=C/C=C1\CC/C(=C\c2ccc(Br)cc2)C1=O	10%	4%	·	-19%	2.0	0%	-9%	-10%	4%
Cc1ccccc1OCC(=O)N/N=C/c1cccc2cccnc12	-23%	?	6	?	-1.2	-9%	9%	i	-5%
CN(Cc1ccccc1)c1nnc(N)s1	-16%	2%	4	-3%	1.6	3%	-3%	-1%	?
COc1ccc(CCN2CN(S(=O)(=O)c3ccc(C)cc3)c3nc4ccccc4nc32)cc1OC	6%	-1%	-2	-11%	-0.7	-6%	-15%	i	0%
O=S(=O)(c1ccc(Cl)s1)N1CCCCC1	-4%	-18%	6	1%	0.1	-2%	0%	-8%	-1%
Cc1ccc(C)c(NC(=O)C2CC(=O)N(C3CCCCC3)C2)c1 (stereo not given)	-1%	-2%	1	2%	-0.2	17%	11%	-13%	0%
O=C(NC(=S)Nc1ccc2[nH]c(=O)[nH]c2c1)c1cncc(Br)c1	-18%	38%[activator]	-22	9%	-1.1	7%	6%	-17%	?
COc1ccccc1C1/C(=C(/O)c2ccc(OC(C)C)cc2)C(=O)C(=O)N1c1cc(C)on1 (stereo not given)	2%	68%[activator]	4	83%[activator]	-0.9	-2%	-3%	-15%	-5%

Profiles from above:
CN(C)/N=C/C=C1\CC/C(=C\c2ccc(Br)cc2)C1=O across the screens: EPAC1 antag: 10%; GLP1R inv ag: 4%; PI5P4K alpha inh: ·; GLP1R cytotox: -19%; IL2 activator: 2.0; EPAC1 agonist: 0%; GLP1R ag: -9%; PTHR1 ag: -10%; PLK1 PBD block: 4%
Cc1ccc(C)c(NC(=O)C2CC(=O)N(C3CCCCC3)C2)c1 (stereo not given) across the screens: EPAC1 antag: -1%; GLP1R inv ag: -2%; PI5P4K alpha inh: 1; GLP1R cytotox: 2%; IL2 activator: -0.2; EPAC1 agonist: 17%; GLP1R ag: 11%; PTHR1 ag: -13%; PLK1 PBD block: 0%
O=S(=O)(c1ccc(Cl)s1)N1CCCCC1 across the screens: EPAC1 antag: -4%; GLP1R inv ag: -18%; PI5P4K alpha inh: 6; GLP1R cytotox: 1%; IL2 activator: 0.1; EPAC1 agonist: -2%; GLP1R ag: 0%; PTHR1 ag: -8%; PLK1 PBD block: -1%

Assay outcomes from PubChem BioAssay.

Some of the compounds tested. The share of hits here may be higher or lower than overall.
